Screening results: PubChem BioAssay, Southern Research Specialized Biocontainment Screening Center
Salmonella PhoP GFP: PhoP regulon inhibitors, Salmonella typhi PhoP promoter GFP reporter, confirmatory (AID 1850). inhibition, % at 50 µM, or IC50 in µM where a hit was titrated. 0.33% of 310,000 active. Salmonella Typhi PhoP-promoter GFP reporter, fluorescence, 4 h; higher % means a stronger effect; in the data active means a potency from the dose series; inconclusive means inhibition mostly from about 25% at the one dose, without a potency; inactive means the rest, 99 in 100 with inhibition below about 19%;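 further: 0% = induced wells with vehicle and 100% = uninduced wells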
tuberculosis growth: growth inhibition of non-replicating M. tuberculosis (AID 488890) | Mycobacterium tuberculosis non-replicating, growth inhibition; higher % means a stronger effect | inhibition, % at 25 µM; hits with a dose series show IC50 in µM | 0.39% of 320,000 active; in the data active means a potency from the dose series; inconclusive means inhibition mostly from about 82% at the one dose, without a potency; inactive means the rest, 99 in 100 with inhibition below about 76%;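 further: plate controls were DMSO cells for no effect and high antibiotic wells for full effect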
M. tuberculosis HTS: M. tuberculosis growth inhibition, HTS (AID 449762). 0.59% of 330,000 active. M. tuberculosis H37Rv growth inhibition, 7H9 media; higher % means a stronger effect. one-dose inhibition, % at 25 µM; IC50 in µM for titrated hits; in the data active means a potency from the dose series; inconclusive means inhibition above about 70% without an active follow-up result;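 further: bacterial growth assessed after seven days of incubation; strong numbers were not always called active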
H1N1 NS1A inhibition: H1N1 influenza NS1A inhibitors, functional cell based assay (AID 504329); 0.3% of 340,000 active; inhibition, % at 12.5 µM; hits with a dose series show IC50 in µM; NS1A functional cell-based assay, percent inhibition; higher % means a stronger effect; in the data active means a potency from the dose series; inconclusive means inhibition above about 27% without an active follow-up result; further: strong numbers were not always called active
VEEV TC-83 Vero: inhibitors of VEEV TC-83 cytopathic effect, confirmation, Vero cells (AID 588727) | Vero cells, VEEV TC-83 cytopathic effect inhibition; higher % means a stronger effect | one-dose inhibition, % at 20 µM; IC50 in µM for titrated hits | 0.13% of 350,000 active; in the data active means a potency from the dose series; inconclusive means inhibition mostly from about 14% at the one dose, without a potency; inactive means the rest, 99 in 100 with inhibition below about 12%; further: strong numbers were not always called active
VEEV TC-83 Vero 10K pilot screen: also measured in VEEV TC-83 Vero; calls as there; inhibition, %; measured here: 10K pilot screen inhibition
* marks the source's active call; other numbers are inactive results; i = inactive; ? = inconclusive; · = no result given.

SMILES	Salmonella PhoP GFP	tuberculosis growth	M. tuberculosis HTS	H1N1 NS1A inhibition	VEEV TC-83 Vero	others
Cc1ccc(NCCC(=O)c2cccc([N+](=O)[O-])c2)c(C)c1	15%	?	48%	17%	i
Nc1c(C(=O)NCc2ccco2)nnn1-c1ccccc1	3%	1%	-2%	-6%	5.0%
CN(C)c1nc(Cl)nc(NCCOc2ccccc2)n1	12%	-3%	7%	23%	0.7%
COC(=O)c1c(N2C(=O)[C@H]3[C@@H](C2=O)[C@]2(C(=O)Nc4ccccc42)N2CCC[C@@H]32)sc(C)c1C	3%	9%	2%	·	·
O=C(CCc1ccc(F)c(F)c1)NC1CCCN(Cc2ccc(Cl)cc2)C1 (configuration not stated)	4%	20%	12%	22%	i
CS(=O)(=O)c1ccc(NC(=O)CCCc2nc3ccccc3c(=O)[nH]2)cc1	4%	-13%	-2%	5%	7.6%
O=C(CSc1ccc(-c2ccco2)nn1)NCc1ccc(Cl)cc1	-2%	15%	-5%	-6%	i	VEEV TC-83 Vero 10K pilot screen=0.2
COc1ccc(CN(CC(=O)NC2CCCC2)C(=O)CCC(=O)Nc2cc(C)on2)cc1	1%	-19%	-10%	6%	1.9%
O=C(CC(=O)NN=C1CCCCCC1)NCc1cccnc1	-9%	6%	3%	3%	0.6%
N#C/C(=C/c1ccc(N2CCCC2)c([N+](=O)[O-])c1)c1nc2ccccc2[nH]1	8%	1%	-4%	6%	8.2%
COc1ccc(S(=O)(=O)Cc2ccc(C(=O)NCCCN3CCc4ccccc4C3)o2)cc1	0%	1%	-1%	8%	0.1%
O=C(CSCc1ccc(Br)cc1)NCc1ccccn1	10%	63%	-7%	-9%	0.8%
Cc1nnc(NC(=O)C2CCCO2)s1 (configuration not stated)	-2%	3%	4%	-3%	0.6%
O=C(NCCCO)/C(=C\c1ccco1)NC(=O)c1ccco1	1%	-8%	7%	-9%	0.8%
Cc1cccc(NC(=O)CCC(=O)N/N=C/c2cc([N+](=O)[O-])ccc2O)c1	-7%	11%	3%	2%	4.0%
CC(NC(=O)c1ccc2ccccc2n1)c1ccc(S(N)(=O)=O)cc1 (configuration not stated)	-30%	-3%	9%	-3%	1.4%
CC(CN1CCCCC1)OC(=O)COc1ccc(Cl)cc1 (configuration not stated)	-3%	-1%	5%	-4%	0.5%
COc1ccc(N=CC2=C(O)CCCC2=O)cc1	-1%	9%	?	9%	1.4%
COc1ccc2c(c1)CCCN2S(=O)(=O)c1ccc(Cl)cc1	8%	35%	-9%	17%	i
O=[N+]([O-])c1cc(-c2csc(NCCc3nc4cc(Cl)c(Cl)cc4n3CCCO)n2)ccc1Cl	-21%	15%	3%	13%	0.5%
O=C(O)CC/C(=N\Nc1ccc([N+](=O)[O-])cc1)c1ccccc1	1%	42%	?	3%	4.0%
COc1ccc(Cc2nnc(Cl)c3ccccc23)cc1OC	-4%	30%	5%	-6%	i
COc1ccccc1C(=O)N1CCN(Cc2nc3cc([N+](=O)[O-])ccc3n2C)CC1	9%	6%	-1%	3%	i
CCOC(=O)c1c(SC)nc(SC)c2c1CCC2	6%	8%	-2%	-1%	i
Cc1ccccc1Nc1nc(N)nc(COC(=O)CC2CC3CCC2C3)n1 (configuration not stated)	-5%	24%	-10%	3%	8.5%

The listing continues.
SMILES	Salmonella PhoP GFP	tuberculosis growth	M. tuberculosis HTS	H1N1 NS1A inhibition	VEEV TC-83 Vero	others
OCCCc1n[nH]c(=S)n1-c1ccccc1	6%	-1%	-3%	-13%	1.1%
COc1cccc(-n2ccnc2SCC(=O)Nc2ccccc2F)c1	13%	0%	-10%	13%	1.3%
COCCn1nnnc1C(C(C)C)N1CCSCC1 (configuration not stated)	2%	-4%	-5%	-11%	0.8%
Cc1cc(OC(C)C(=O)Nc2ccncc2)ccc1Cl (configuration not stated)	-8%	68%	9%	-9%	i
CCC(c1nnc(SCC(=O)Nc2cccnc2Cl)n1-c1ccccc1)N(C)C (configuration not stated)	10%	-5%	1%	-4%	i
COc1ccc(N/C=C2\CCc3ccccc3C2=O)cc1	1%	64%	?	-2%	4.4%
CCc1cc(=O)oc2c(C)c(O[C@@H]3O[C@H](CO)[C@@H](O)[C@H](O)[C@H]3O)ccc12	-7%	-4%	-4%	-16%	5.4%
CN(C)S(=O)(=O)c1ccc(C(=O)NCCN2C(=O)S/C(=C\c3cccnc3)C2=O)cc1	-4%	23%	-6%	-5%	0.7%
C=CCn1c(SCC(=O)Nc2ccc(OC)cc2)nc2c([nH]c3ccccc32)c1=O	-3%	31%	-10%	17%	3.5%
CC1=NN(/C(=N\c2nnc(C)s2)Nc2ccc(C)cc2)[C@H](c2ccc(C)cc2)S1	-4%	51%	6%	1%	2.8%
Cc1[nH]c2ccccc2c1/C=C(\C#N)S(=O)(=O)c1ccccc1	-4%	22%	-9%	-9%	i
CCOC(=O)/C(C#N)=C1/C=C(C)c2ccccc2N1	-17%	2%	-1%	-4%	2.2%
CC(=O)Nc1cc(-c2ccc(Cl)cc2)nn1-c1ccccc1	1%	-4%	-6%	1%	2.0%
O=C(CSc1nccn1Cc1ccccc1)Nc1nccs1	16%	27%	0%	2%	0.5%
COc1ccc(Cl)cc1N(CC(=O)N1CCCC1)S(=O)(=O)c1ccc(C)cc1	2%	-2%	-4%	2%	i
Cc1csc(=O)n1CC(=O)OCC(=O)c1ccc(Br)cc1	6%	32%	-9%	3%	i
O=[N+]([O-])c1ccc(CN2CCCCCC2)cc1	-6%	5%	1%	-7%	0.2%
O=C(NC1CSCC1OC(=O)c1ccccc1)c1ccccc1 (configuration not stated)	-2%	-2%	-6%	-12%	0.8%
COC(=O)c1ccccc1NC(=O)N[C@@H](C)C(=O)OC	-9%	-24%	-3%	-3%	0.2%
COc1ccc([N+](=O)[O-])cc1NCC(=O)Nc1cc(S(=O)(=O)N2CCCCC2)ccc1C	·	-19%	-10%	0%	8.4%
CCCc1c(C(=O)OCC)[nH]c2c1C(=O)CCC2	-4%	2%	-4%	2%	0.4%
S=C(NCC1CCCO1)N1CCN(Cc2ccccc2)CC1 (configuration not stated)	5%	-21%	2%	-1%	0.4%
CC(C)(C)CC(=O)OCC(=O)Nc1cc(C(C)(C)C)nn1-c1ccccc1	3%	27%	9%	-2%	i
COCCNC(=O)CSc1nnc(-c2ccccc2)c(-c2ccccc2)n1	3%	7%	-6%	2%	0.5%
CCN(CC)c1ccc(S(=O)(=O)N2CCOCC2)cc1NC(=O)CSc1cccc[n+]1[O-]	-4%	0%	21%	-8%	1.8%

Next part; it opens with the seven that closed the last part.
SMILES	Salmonella PhoP GFP	tuberculosis growth	M. tuberculosis HTS	H1N1 NS1A inhibition	VEEV TC-83 Vero	others
COC(=O)c1ccccc1NC(=O)N[C@@H](C)C(=O)OC	-9%	-24%	-3%	-3%	0.2%
COc1ccc([N+](=O)[O-])cc1NCC(=O)Nc1cc(S(=O)(=O)N2CCCCC2)ccc1C	·	-19%	-10%	0%	8.4%
CCCc1c(C(=O)OCC)[nH]c2c1C(=O)CCC2	-4%	2%	-4%	2%	0.4%
S=C(NCC1CCCO1)N1CCN(Cc2ccccc2)CC1 (configuration not stated)	5%	-21%	2%	-1%	0.4%
CC(C)(C)CC(=O)OCC(=O)Nc1cc(C(C)(C)C)nn1-c1ccccc1	3%	27%	9%	-2%	i
COCCNC(=O)CSc1nnc(-c2ccccc2)c(-c2ccccc2)n1	3%	7%	-6%	2%	0.5%
CCN(CC)c1ccc(S(=O)(=O)N2CCOCC2)cc1NC(=O)CSc1cccc[n+]1[O-]	-4%	0%	21%	-8%	1.8%
CCCCc1ccc(-c2nc(N)n[nH]2)cc1	-2%	5%	4%	12%	3.4%
O=C(CSc1nnnn1C1CCCC1)c1ccc2c(c1)OCCO2	-1%	38%	42%	2%	i
COc1cccc(C(=O)COc2ccc3c(C)cc(=O)oc3c2)c1	1%	4%	13%	-18%	1.3%
O=C(O)c1nccnc1C(=O)NCCc1c[nH]c2ccccc12	-21%	-7%	-4%	6%	0.3%
COC(=O)c1ccc(CNC(=O)[C@@H]2CCCN2S(=O)(=O)c2ccccc2F)cc1	·	2%	4%	7%	i
Cc1ccc(C(=O)N/C(=C/c2cccc([N+](=O)[O-])c2)C(=O)NC(C)C)cc1	-4%	-3%	-1%	-16%	i
CCOC(=O)c1cn(CC(=O)Nc2ccccc2C(=O)OCC)nn1	-4%	-5%	-2%	2%	i
CN1CCN(CC(=O)N2c3ccc(S(=O)(=O)NCCNC(=O)OC(C)(C)C)cc3C(=O)Nc3cccnc32)CC1	-1%	-4%	2%	-6%	0.1%	VEEV TC-83 Vero 10K pilot screen=1.1
c1ccc(-c2nc(-c3cccnc3)n[nH]2)cc1	9%	4%	-8%	·	·
Cc1ccccc1-n1cnnc1SCC(=O)N1CCN(c2ccccc2)CC1	-6%	12%	-6%	2%	2.9%
CC(=O)OCC(=O)[C@@]1(O)CC[C@H]2[C@@H]3CCC4=CC(=O)C=C[C@]4(C)[C@H]3[C@@H](O)C[C@@]21C	-3%	-7%	-12%	4%	1.2%
O=C(NCc1cccs1)C1CCCN(S(=O)(=O)c2cccc3cccnc23)C1 (configuration not stated)	0%	19%	8%	-4%	1.8%
Cc1ccc(NC(=O)CSc2nnc([C@@H]3CCCN3C(=O)OC(C)(C)C)o2)c(C)c1	1%	15%	11%	6%	1.0%
Cc1cccc(-n2nnnc2SCC(=O)Nc2ccc(N3CCN(C)CC3)cc2)c1	-1%	20%	56%	9%	0.6%
ClC1(CNc2ccccc2)CCN(Cc2ccccc2)CC1	15%	44%	-3%	7%	12%
Cc1ccc(N2CCN(C(=O)c3ccccc3NC(=O)C3CCCCC3C(=O)O)CC2)cc1 (configuration not stated)	-5%	1%	1%	-7%	2.8%
Cc1ccc(C)n1-c1nnc(N2CCC(C(=O)N3CCN(C)CC3)CC2)s1	-18%	3%	-9%	4%	0.1%
O=C(O)c1ccc(N2C(=O)c3cccc4c(C(=O)O)ccc(c34)C2=O)cc1	-12%	-8%	-10%	·	1.2%
COc1ccc(N(CC(=O)NC2CCCC2)C(=O)c2ccc(C)s2)cc1OC	2%	-9%	-2%	6%	i
Cn1nnc2cc(NC(=O)N3CC4(C)CC3CC(C)(C)C4)ccc21 (configuration not stated)	0%	-5%	-12%	-2%	i
COc1ccc(NC(=S)Nc2ccc3nccnc3c2)cc1	-12%	69%	-7%	10%	9.8%
COc1ccc(C(=O)COc2nc(C)cc(C)c2C#N)cc1	3%	8%	-5%	-22%	3.6%
COc1ccc(CC(=O)Nc2cccc3ccccc23)cc1OC	-2%	8%	-5%	-1%	i
NC(=O)C1CCN(CC(=O)Nc2cccc(C(=O)Nc3cccc(C(F)(F)F)c3)c2)CC1	-7%	21%	3%	4%	1.6%
O=S(=O)(/C=C/c1ccccc1)n1cnc2ccccc21	-10%	18%	9%	-4%	1.1%
O=C(O)c1cc(NS(=O)(=O)c2ccc(N3CCCCC3)c([N+](=O)[O-])c2)cc(C(=O)O)c1	-7%	-20%	6%	3%	1.4%
COc1cc(NC(=O)c2ccc3c(SCC(=O)O)c4c(nc3c2)CCC4)cc(OC)c1OC	0%	-8%	14%	7%	2.1%
COc1ccc(N2CCN(C(=O)c3cn(C)c(=O)c4c3c3ccccc3n4C)CC2)cc1	4%	7%	64%	13%	1.5%

Retrieved by compound from above:
SMILES	Salmonella PhoP GFP	tuberculosis growth	M. tuberculosis HTS	H1N1 NS1A inhibition	VEEV TC-83 Vero	others
S=C(NCC1CCCO1)N1CCN(Cc2ccccc2)CC1 (configuration not stated)	5%	-21%	2%	-1%	0.4%
COc1cc(NC(=O)c2ccc3c(SCC(=O)O)c4c(nc3c2)CCC4)cc(OC)c1OC	0%	-8%	14%	7%	2.1%
COc1ccc(C(=O)COc2nc(C)cc(C)c2C#N)cc1	3%	8%	-5%	-22%	3.6%
Cc1ccc(NCCC(=O)c2cccc([N+](=O)[O-])c2)c(C)c1	15%	?	48%	17%	i
